# Assay outcomes: PubChem, National Center for Advancing Translational Sciences (NCATS)
# Vif-APOBEC3G blk: inhibitors of Vif-APOBEC3G interaction; Q9HC16; HeLa A3G-eYFP + Vif (tagged APOBEC3G with the HIV-1 protein that degrades it), YFP fluorescence, overnight; Potency, µM (series often up to 46.1 µM), for the others: top-dose activity, negative = active, actives largely listed as inhibitors; 410,000 tested, 0.076% active; AID 602310;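 note: potency is the fitted concentration of half-maximal effect; % is set by controls: 0 for no effect and ±100 for the full control effect; nearly all actives have a fitted effect of over 60% in size; hits raise eYFP signal because A3G escapes Vif-driven loss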
# Target sequence (Q9HC16 whole entry, looked up): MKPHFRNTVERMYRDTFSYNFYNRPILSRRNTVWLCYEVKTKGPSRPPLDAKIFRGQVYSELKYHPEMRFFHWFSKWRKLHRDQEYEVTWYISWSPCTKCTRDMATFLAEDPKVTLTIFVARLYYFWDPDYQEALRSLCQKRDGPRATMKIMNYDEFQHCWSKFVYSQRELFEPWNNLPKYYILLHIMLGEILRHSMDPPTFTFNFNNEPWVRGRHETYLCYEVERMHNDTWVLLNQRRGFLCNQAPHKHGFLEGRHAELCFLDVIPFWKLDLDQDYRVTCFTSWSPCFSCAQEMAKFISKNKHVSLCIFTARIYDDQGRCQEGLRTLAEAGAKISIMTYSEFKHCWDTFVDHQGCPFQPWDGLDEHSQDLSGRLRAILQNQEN
#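 HeLa cells stably expressing Vif and C-terminally eYFP-tagged A3G, seeded overnight at 37 deg C, then exposed to compound by pintool overnight at 37 deg C. Rise in yellow fluorescence (Ex 488/Em 500-530, Acumen) marks blocked Vif-driven A3G degradation.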
# RGS4 inh: inhibitors of human regulator of G protein signaling 4; Potency, µM (top dose mostly 114 µM), without a hit: top-dose activity change, negative = inhibition, most hits filed as inhibitors; 390,000 tested, 0.039% active; Transcreener GDP fluorescence polarization, RGS4-accelerated GTP hydrolysis; P49798; note: potency is the fitted concentration of half-maximal effect; % is set by controls: 0 for no effect and ±100 for the full control effect; nearly all actives have a fitted effect of over 75% in size; some results filed as inactive show a strong effect at the top dose
# Target sequence (P49798 whole entry, looked up): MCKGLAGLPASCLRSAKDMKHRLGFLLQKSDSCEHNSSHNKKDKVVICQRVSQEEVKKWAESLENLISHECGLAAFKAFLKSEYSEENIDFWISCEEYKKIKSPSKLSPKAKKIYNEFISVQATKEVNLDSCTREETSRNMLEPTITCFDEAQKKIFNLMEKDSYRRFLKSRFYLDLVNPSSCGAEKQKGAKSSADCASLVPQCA
#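 MLSMR compounds (23 nl, pin-transferred) preincubated 10 min at room temperature with a 500nM (2x) first reagent, then RGS4 at 900nM (2x) plus Transcreener GDP mix added; fluorescence polarization (620/688 nm) read before and after 90 min at 30 °C.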
# TrxR1 inh: blocks rat thioredoxin reductase 1. O89049. recombinant rTrxR1, NADPH fluorescence consumption, selenite substrate. Potency, µM (highest dose often 114 µM), without a hit: at the highest dose activity change, negative = inhibition, hits mostly inhibitors. 390,000 tested, 1% active; note: potency is the fitted concentration of half-maximal effect; % is set by controls: 0 for no effect and ±100 for the full control effect; nearly all actives have a fitted effect of over 65% in size
# Target sequence (O89049 whole entry, looked up): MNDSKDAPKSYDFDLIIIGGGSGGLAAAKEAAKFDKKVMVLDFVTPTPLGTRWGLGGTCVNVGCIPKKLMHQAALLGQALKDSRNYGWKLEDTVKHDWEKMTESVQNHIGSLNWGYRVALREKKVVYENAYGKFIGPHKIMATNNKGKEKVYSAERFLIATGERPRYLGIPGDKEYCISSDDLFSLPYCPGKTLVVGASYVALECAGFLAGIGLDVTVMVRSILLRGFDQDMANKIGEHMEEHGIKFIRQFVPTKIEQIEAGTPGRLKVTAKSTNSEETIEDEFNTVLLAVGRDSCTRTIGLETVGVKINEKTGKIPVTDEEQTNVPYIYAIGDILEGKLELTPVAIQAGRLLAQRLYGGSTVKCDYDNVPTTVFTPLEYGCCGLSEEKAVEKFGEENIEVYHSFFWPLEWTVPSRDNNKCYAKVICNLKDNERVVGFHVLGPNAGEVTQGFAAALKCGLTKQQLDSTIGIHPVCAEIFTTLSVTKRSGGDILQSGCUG
#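 Rat TrxR1 (90 nM in the dispensed reagent) was pre-reduced with 400 uM NADPH for 5 min at room temperature, then incubated with compound for 15 min. After 400 uM selenite was added, NADPH fluorescence (Ex 340/Em 450 nm) was followed for 8 min.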
# LDHA inh: blocks human lactate dehydrogenase A; P00338; purified LDHA, NADH/diaphorase-resazurin fluorescence; hits give low values; activity change, % (values are at about 110 or 230 µM); 480,000 tested, 0.15% active; in the data active = activity change below about -30%; inconclusive = mostly about -25% to -30%;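 note: plate controls were DMSO wells for no effect and wells without enzyme for full effect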
#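 LDH5 2 nM; NADH 0.06 mM, pyruvate 0.2 mM; 200 mM Tris pH 7.4, EDTA, Tween-20; 5 min RT. Detection: diaphorase 0.133 mg/mL + resazurin 37 µM, fluorescence ex540/em590 at 0 and 20 min; normalized to enzyme-free and DMSO wells.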
# TrxR1 substrate: substrates of rat thioredoxin reductase 1; 390,000 tested, 0.01% active; Potency, µM (titrated, usually from 114 µM), inactives show at the highest dose activity change, negative = substrate turnover; purified TrxR1 substrate turnover, NADPH consumption readout; AID 588456; note: potency is the fitted concentration of half-maximal effect; % is set by controls: 0 for no effect and ±100 for the full control effect; nearly all actives have a fitted effect of over 50% in size
#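 Rat TrxR1, dispensed at 90 nM, was prereduced with 400 uM NADPH (final) for 5 min at ~22 deg C, then incubated with compound 15 min before 400 uM selenite. A first-read NADPH fluorescence drop versus no-compound background flagged substrates.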
# IDH1 R132H inh: inhibitors of human mutant IDH1 R132H; O75874; 390,000 tested, 0.093% active; Potency, µM (highest dose often 76.6 µM), for the others: at the highest dose activity change, negative = inhibition, hits mostly inhibitors; AID 602179; IDH1-R132H enzyme, NADPH consumption, diaphorase/resazurin fluorescence; note: potency is the fitted concentration of half-maximal effect; % is set by controls: 0 for no effect and ±100 for the full control effect; nearly all actives have a fitted effect of over 65% in size
#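 IDH1-R132H (0.5 ug/mL) preincubated 30 min with compound, then NADPH (0.016 mM) and alpha-KG (2 mM) added; 80 min at RT, pH 7.5. Remaining NADPH coupled via diaphorase/resazurin to fluorescence (540/590 nm); concentration-response curves normalized to no-enzyme control.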
# GRP78 ERSR act: ER stress response induction in glioma; U87-MG GRP78 promoter luciferase reporter, 16 h; Potency, µM, for the others: at the highest dose activation, actives largely listed as activators; 420,000 tested, 0.02% active; note: potency is the fitted concentration of half-maximal effect; series mostly up to about 76 µM; % of control where 0% means no effect; nearly all actives have a fitted effect of over 35% in size
#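 Stably transfected U87-MG glioma cells carrying a GRP78-based luciferase sensor; 16 h compound incubation. Luminescence end-point read 10 min after Bright-Glo addition at room temperature.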
# Vif-A3F inh: inhibitors of Vif-A3F interaction; HeLa A3F-eYFP + Vif (tagged APOBEC3F with the HIV-1 protein that degrades it), YFP fluorescence increase; Potency, µM (top dose mostly 46.1 µM), for the others: top-dose activity, negative = active; 390,000 tested, 0.2% active; note: potency is the fitted concentration of half-maximal effect; % of control where 0% means no effect; nearly all actives have a fitted effect of over 65% in size
#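 Fluorescence increase (Ex 488/Em 500-530) after overnight compound treatment at 37 deg C flags inhibition of Vif-driven A3F-eYFP loss in stable HeLa A3F-eYFP/Vif cells seeded overnight beforehand.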
# USP1-UAF1 inh: blocks the human USP1/UAF1 deubiquitinase complex; recombinant USP1/UAF1, Ub-Rhodamine cleavage fluorescence; Potency, µM (top dose mostly 57.1 µM), for the others: at the top dose activity change, negative = inhibition, most hits filed as inhibitors; 390,000 tested, 0.23% active; AID 743255; note: potency is the fitted concentration of half-maximal effect; % is set by controls: 0 for no effect and ±100 for the full control effect; nearly all actives have a fitted effect of over 60% in size; inactives centre near -12
#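 High-throughput fluorogenic screen: 1nM USP1/UAF1 complex, Ub-Rho substrate 150nM final, 50mM HEPES pH 7.8 with 0.5mM EDTA, 0.1 mg/ml BSA, 1mM TCEP and 0.01% Tween-20.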
# * marks the source's active call; other numbers are inactive results; ? = inconclusive; . = not tested or not shown; & = joins results of further samples; [ ] = another dose, or the depositor's remark. Unless noted, calls come from the whole dose curve; as a rule, active = well fitted curve in the direction sought with a large enough effect; inconclusive = small, poorly fitted or top-dose-only effect, or another doubt; inactive = no such curve, though single readings can be large; an effect the other way counts as inactive or inconclusive.
# Values run as follows: Vif-APOBEC3G blk	RGS4 inh	TrxR1 inh	LDHA inh	TrxR1 substrate	IDH1 R132H inh	GRP78 ERSR act	Vif-A3F inh	USP1-UAF1 inh
(1) CN(c1ccccc1)S(=O)(=O)c1ccc(Cl)c(C(=O)Nc2nn[nH]n2)c1
    -3%	17%	27%	-9	2%	0%	0%	1%	-13%
(2) CCCCCC(=O)N[C@@H](c1ccccc1)[C@@H](O)C(=O)O[C@H]1C[C@@]2(O)[C@@H](OC(=O)c3ccccc3)C3[C@](C)(C(=O)[C@H](OC(C)=O)C(=C1C)C2(C)C)[C@@H](O)C[C@H]1OC[C@@]31OC(C)=O (stereo not given in full)
    -31%	1%	0%	0	1%	-11%	-1%	0%	-17%
(3) Cc1ccc(CCNC(=O)C2CCCN(S(=O)(=O)c3ccc4c(c3)oc(=O)n4C)C2)cc1 (stereo not given)
    -1%	2%	12%	-5	1%	3%	-1%	-10%	-21%
(4) Cc1onc(-c2ccccc2Cl)c1C(=O)OCC(=O)N1CCCc2ccccc21
    0%	-11%	22%	-7	7%	9%	-5%	.	-28%
(5) OC(Cc1ccc2ccccc2n1)c1ccccc1 (stereo not given)
    -2%	.	8%	-9	-2%	.	3%	.	.
(6) CC(=O)N1c2ccccc2Sc2ccccc21
    1%	16%	42%[2.29 µM]	-9	-10%	-6%	4%	0%	5%
(7) Cc1cccc(Oc2ccc3c(c2)Oc2ccccc2NC3=O)c1
    -17%	-15%	-3%	1	5%	0%	6%	?	-17%
(8) CC1Cc2ccccc2N1C(=O)c1ccnc(C(C)(C)C)c1 (stereo not given)
    -6%	-5%	-2%[57.1 µM]	-4	7%[57.1 µM]	3%	-1%	-1%	-2%
(9) CCCCNC(=O)Cn1c(=O)c2c(ncn2CCC(C)C)n(Cc2ccccc2)c1=O
    -3%	-12%	6%	-2	5%	-9%	-5%	?	-6%
(10) COc1ccc(CCNC(=O)COC(=O)c2cc(OC)c(OC)cc2OC)cc1OC
    -3%	-13%	16%[57.1 µM]	-7	8%[57.1 µM]	1%	-8%	-8%	9%
(11) OC(COc1ccc(Br)cc1)Cn1ccnc1 (stereo not given)
    0%	2%	-12%[11.4 µM]	-15	-6%[11.4 µM]	-5%	-5%	-1%	0%
(12) CCOc1ccc(NC(=O)CCC(=O)Nc2nnc(CC)s2)cc1
    -3%	-3%	16%	-3	6%	-2%	-6%	1%	-12%
(13) CCOC(=O)C1=CN(Cc2ccco2)S(=O)(=O)N(C)C1c1ccccc1 (stereo not given)
    ?	-17%	?	-2	5%	-1%	-2%	-13%	-19%
(14) C=CCN(c1ccccc1)S(=O)(=O)c1cccc(C(=O)NC2CCC(O)CC2)c1 (stereo not given)
    0%	-13%	-2%	0	-1%	7%	-4%	5%	-15%
(15) O=C(CCNS(=O)(=O)c1ccccc1C(F)(F)F)N1CCN(c2ccccc2O)CC1
    2%	-18%	-9%	4	-6%	6%	-2%	-3%	-16%
(16) Cc1ccc(S(=O)(=O)Cc2ccc(C(=O)NCCCN3CCCC3=O)o2)cc1
    1%	22%	?	2	-9%	14%	-3%	8%	2%
(17) Cc1occc1-c1nnc(SCC(=O)Nc2nccs2)n1Cc1ccco1
    -5%	-10%	-16%	-6	0%	9%	-1%	0%	-10%
(18) CN1CCN(NC(=O)c2cccc(S(=O)(=O)N3CCCCCC3)c2)CC1
    3%	5%	23%	-1	8%	-2%	1%	2%	-19%
(19) O=C(N/N=C/c1ccc(Cl)c([N+](=O)[O-])c1)c1cnccn1
    -2%	10%	-11%	-3	-12%	1%	0%	-1%	-9%
(20) CC1C(=O)O[C@@H]2C[C@@H](C)[C@@H]3CCC(=O)[C@@]3(C)[C@@H](O)[C@H]12 (stereo not given in full)
    -1%	-1%	14%	0	4%	-8%	-3%	-1%	-19%
(21) O=C(CCS(=O)(=O)c1cccs1)Nc1ccc(C(=O)NCc2ccccc2)cc1
    2%	-3%[11.4 µM]	23%[57.1 µM]	0	12%	4%	-4%	-2%	-20%
(22) COC(=O)[C@H]1Cc2cnoc2C[C@]1(C)C(=O)O
    1%	12%	13%	-2	4%	6%	-2%	5%	-13%
(23) CCOC(=O)COc1ccc2nsnc2c1
    0%	-1%	15%[57.1 µM]	-2	17%[57.1 µM]	5%	-3%	0%	-4%
(24) CC(C)CNC(=S)N(CCO)Cc1cc2cc3c(cc2[nH]c1=O)OCO3
    0%	3%	7%	-4	32%[activator]	7%	0%	2%	-6%
(25) CCN(CC)CCNc1nc2ccccc2n1C
    1%	-36%	-1%[57.1 µM]	-1	13%[57.1 µM]	4%	-2%	-7%	-24%
(26) COc1ccc(SCC(CC(C)C)N2CCN(C)CCC2=O)cc1 (stereo not given)
    -1%	3%	-1%	.	-4%	.	-1%	.	.
(27) Fc1ccc(CSc2nc3ncccc3[nH]2)cc1
    -2%	14%	7%[57.1 µM]	-6	8%[57.1 µM]	15%	-4%	-3%	-12%
(28) Cc1cc(N2CCOCC2)n2ncc(-c3ccc(Cl)cc3)c2n1
    1%	-5%	73%	-5	157%	3%	-1%	-18%	?
(29) C(=N\n1cnnc1)/c1ccc2ncccc2c1
    -3%	-1%	-8%	-6	-7%	0%	-2%	-9%	-9%
(30) NC(=O)CSc1nnnn1-c1cccc(O)c1
    3%	21%	-6%[57.1 µM]	-4	-8%[57.1 µM]	-23%	-2%	4%	-18%

# Whole records as entered above. Screens in order: Vif-APOBEC3G blk | RGS4 inh | TrxR1 inh | LDHA inh | TrxR1 substrate | IDH1 R132H inh | GRP78 ERSR act | Vif-A3F inh | USP1-UAF1 inh
# Cc1cc(N2CCOCC2)n2ncc(-c3ccc(Cl)cc3)c2n1 reads 1% | -5% | 73% | -5 | 157% | 3% | -1% | -18% | ?
# COc1ccc(SCC(CC(C)C)N2CCN(C)CCC2=O)cc1 (stereo not given) reads -1% | 3% | -1% | . | -4% | . | -1% | . | .
# CCN(CC)CCNc1nc2ccccc2n1C reads 1% | -36% | -1%[57.1 µM] | -1 | 13%[57.1 µM] | 4% | -2% | -7% | -24%

# Some of these compounds in order of formula weight, low to high.
# Values run as follows: Vif-APOBEC3G blk	RGS4 inh	TrxR1 inh	LDHA inh	TrxR1 substrate	IDH1 R132H inh	GRP78 ERSR act	Vif-A3F inh	USP1-UAF1 inh
(24) CC(C)CNC(=S)N(CCO)Cc1cc2cc3c(cc2[nH]c1=O)OCO3
    0%	3%	7%	-4	32%[activator]	7%	0%	2%	-6%
(18) CN1CCN(NC(=O)c2cccc(S(=O)(=O)N3CCCCCC3)c2)CC1
    3%	5%	23%	-1	8%	-2%	1%	2%	-19%
(21) O=C(CCS(=O)(=O)c1cccs1)Nc1ccc(C(=O)NCc2ccccc2)cc1
    2%	-3%[11.4 µM]	23%[57.1 µM]	0	12%	4%	-4%	-2%	-20%

# Next results follow:
# Values run as follows: Vif-APOBEC3G blk	RGS4 inh	TrxR1 inh	LDHA inh	TrxR1 substrate	IDH1 R132H inh	GRP78 ERSR act	Vif-A3F inh	USP1-UAF1 inh
(31) CC(=O)c1c(C)[nH]c(C(=O)Nc2ccc(C)cc2Br)c1C
    0%	16%	41%[activator][0.457 µM]	-6	0%	-1%	6%	-16%	?
(32) COc1ccc(S(=O)(=O)NC2CCCCCC2)cc1C(N)=O
    0%	-7%	55%	1	20%	12%	-7%	-14%	-20%
(33) CC1=NCCN1S(=O)(=O)c1c(C(C)C)cc(C(C)C)cc1C(C)C
    -4%	16%	-4%	-2	-14%	1%	-1%	-7%	-9%
(34) Cc1nn(CC(=O)NCC(C)c2ccccc2)c(=O)c2cc3ccccc3n12 (stereo not given)
    0%	19%	2%	-16	0%	-7%	-3%	4%	-14%
(35) CC(OC(=O)c1oc2ccccc2c1COc1ccccc1)C(N)=O (stereo not given)
    -7%	-6%	6%	1	1%	-8%	-3%	6%	-6%
(36) COc1ccc(S(=O)(=O)N2CCCN(Cc3cccc(F)c3)CC2)cc1
    -1%	-4%	?	-2	-3%	5%	-2%	4%	-11%
(37) O=S(=O)(NCc1ccc(F)cc1)c1ccc(-n2cccn2)cc1
    6%	4%	12%	-12	-6%	-5%	-8%	-19%	-17%
(38) CCOc1ccc(Nc2nc(Cc3nnc(SCC(=O)NC4CCCC4)n3C)cs2)cc1
    0%	-20%	10%	-3	8%[57.1 µM]	6%	-3%	-13%	-9%
(39) COc1cc(NS(=O)(=O)c2ccc(N)cc2)nc(OC)n1
    -2%	-19%	16%	-4	16%	2%	-1%&-2%&-1%	-10%	?
(40) Cc1ccccc1C(=O)Nc1ccnn1C1CCN(C2CCSCC2)CC1
    1%	-20%	-10%	-5	-1%	-2%	-5%	-7%	-13%
(41) Cc1cc(Cl)ccc1OC(C)C(=O)Nc1ccccc1N1CCOCC1 (stereo not given)
    -3%	-19%	0%	-1	-8%	1%	-5%	1%	-18%

# Not all compounds are listed. The share of hits here may be higher or lower than overall.
